# Compound activity from PubChem.
# UHRF1 binding – blocks human UHRF1 binding to methylated DNA | Q96T88 | UHRF1 binding to methylated oligo, TR-FRET | inhibition, % at 4.4 µM | 370,000 tested, 0.75% active | AID 687016; in the data active = inhibition above about 21%;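 also: UHRF1 SRA domain binding a hemimethylated CpG hairpin DNA probe; 0% = median of test compound wells and 100% = reference inhibitor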
# ARFGAP1 inh – inhibitors of rat ARFGAP1; Q62848; Arfgap1-stimulated ARF1 GTP hydrolysis, GDP FP detection; inhibition, % at 16.5 µM; 360,000 tested, 0.26% active; AID 651572;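 active = inhibition above a per-plate limit, mean inhibition of low control wells plus 3 SD, cut at about 25% in these data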;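 also: 0% = DMSO wells with enzyme and 100% = wells lacking Arfgap1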
#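 system = rat Arfgap1 catalytic domain, aa 1-136 | technique = FP, GDP Alexa 633 tracer displaced from anti-GDP antibody, 620/688 nm | compound = one concentration, 16.5 µM, DMSO 1.26% | medium = HEPES-based buffer, pH 7.5 | timing = compound-enzyme preincubation 20 min, reaction 120 min, detection 60 min, 25 °C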
# ADAM17 inh – inhibits human ADAM17. P78536. 370,000 tested, 0.83% active. inhibition, % at 6.95 µM. recombinant ADAM17, EDANS/DABCYL FRET peptide cleavage;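 active = inhibition above the mean of compounds lying between control limits plus 3 SD, set per campaign, cut at about 8.5% in these data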;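 also: 0% = DMSO-only wells as the low control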
# Target sequence (P78536 215-824 limits assumed): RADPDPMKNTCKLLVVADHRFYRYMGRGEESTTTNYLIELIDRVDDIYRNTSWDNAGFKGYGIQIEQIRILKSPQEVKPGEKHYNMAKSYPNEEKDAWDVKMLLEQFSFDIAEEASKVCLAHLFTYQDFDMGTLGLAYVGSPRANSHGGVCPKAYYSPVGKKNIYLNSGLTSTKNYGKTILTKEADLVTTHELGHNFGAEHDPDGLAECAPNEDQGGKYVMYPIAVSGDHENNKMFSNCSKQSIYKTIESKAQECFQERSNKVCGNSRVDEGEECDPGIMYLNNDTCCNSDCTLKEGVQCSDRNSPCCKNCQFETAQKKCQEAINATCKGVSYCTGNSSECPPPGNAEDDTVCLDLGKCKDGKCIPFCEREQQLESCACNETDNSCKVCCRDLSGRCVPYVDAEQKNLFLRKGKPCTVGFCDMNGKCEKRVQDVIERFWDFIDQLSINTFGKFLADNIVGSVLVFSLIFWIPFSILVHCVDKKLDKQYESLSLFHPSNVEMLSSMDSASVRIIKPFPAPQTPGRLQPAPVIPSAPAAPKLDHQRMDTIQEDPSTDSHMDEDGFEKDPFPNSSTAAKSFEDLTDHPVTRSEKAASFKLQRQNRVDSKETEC
# Tn7 DDE FP – DD(E)-Tn7 binding inhibition, primary FP screen; P02675; FP displacement of FITC-Tn7 peptide from fibrin DD(E); 0% = median of compound wells per plate; inhibition, % at 8.3 µM; 370,000 tested, 0.13% active; AID 720508;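 active = inhibition above the mean of compounds falling within the control limits plus 3 SD of them, cut at about 14% in these data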;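 also: 0% = plate median of compound wells and 100% = 10 µM Aha-Tn7 peptide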
#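 Test system: human clot-derived fibrin DD(E) complex / Quantity: 2 µM final DD(E) protein / Incubation: 10 min plus 3 h, room temperature / Measured by: fluorescence polarization / Benchmarks: high control of 10 µM Aha-Tn7 peptide / Replicates: singlicate testing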
# KLK7 zymogen act – activates the human kallikrein-7 zymogen | 370,000 tested, 0.9% active | purified proKLK7, EDANS-DABCYL substrate fluorescence; 100% is mature enzyme control, 0% vehicle | activation, % at 7 µM;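 active = activation above the mean of all tested compounds plus 3 SD, computed per campaign excluding outliers beyond control limits, cut at about 13% in these data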
# DDE Tn6 FP inh – DD(E)-Tn6 binding inhibition, primary FP screen; Fibrin DD(E) TRITC-Tn6 fluorescence polarization displacement; inhibition, % at 8.3 µM; P02675; 370,000 tested, 0.21% active;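 active = inhibition above a per-campaign cutoff: mean of compounds within control limits plus 3 SD, cut at about 15% in these data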;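 also: 0% = median of all compound wells on the plate and 100% = blocking peptide control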
# ASAP1 inh – inhibitors of human ASAP1 ArfGAP activity; Q9ULH1; ASAP1-stimulated ARF1 GTP hydrolysis, GDP FP detection; inhibition, % at 16.5 µM; 360,000 tested, 0.19% active; in the data active = inhibition above about 25%;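 also: 0% = vehicle with enzyme and substrate and 100% = no enzyme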
# MBD2 DNA inh – blocks human MBD2 binding to methylated DNA. 370,000 tested, 0.31% active. inhibition, % at 4.4 µM. Q9UBB5. AID 686964. TR-FRET, MBD2 binding to methylated oligonucleotide; in the data active = inhibition above about 13%
# Target sequence (Q9UBB5 whole entry, looked up): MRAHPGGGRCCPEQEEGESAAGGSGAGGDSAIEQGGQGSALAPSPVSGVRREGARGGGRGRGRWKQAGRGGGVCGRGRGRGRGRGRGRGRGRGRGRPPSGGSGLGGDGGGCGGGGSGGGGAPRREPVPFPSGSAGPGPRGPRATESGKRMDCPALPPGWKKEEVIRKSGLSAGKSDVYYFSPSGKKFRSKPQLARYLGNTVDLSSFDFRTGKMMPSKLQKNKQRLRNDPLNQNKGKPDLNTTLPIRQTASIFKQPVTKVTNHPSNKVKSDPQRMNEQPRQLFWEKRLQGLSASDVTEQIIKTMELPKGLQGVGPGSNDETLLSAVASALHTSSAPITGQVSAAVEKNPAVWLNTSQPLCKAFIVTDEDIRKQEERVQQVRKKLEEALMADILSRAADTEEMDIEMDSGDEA
# PLC-gamma1 inh – inhibitors of human phospholipase C gamma1; P19174; purified PLC-gamma1, fluorogenic substrate, fluorescence; inhibition, % at 12.2 µM; 370,000 tested, 0.84% active; AID 720700; in the data active = inhibition above about 9.5%
# PLC-beta3 inh – PLC-beta3 (human) inhibition, primary screen; Q01970; Purified PLC-beta3, fluorogenic substrate, fluorescence; inhibition, % at 12.2 µM; 370,000 tested, 0.18% active; AID 720704; in the data active = inhibition above about 11%;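 also: 0% = median of compound wells on plate and 100% = full blocker control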
# The depositor's hits bear a star. This is a random part of the collection; any-hit rate near 4.1%.
# Start of the listing, in advance:
SMILES,UHRF1 binding,ARFGAP1 inh,ADAM17 inh,Tn7 DDE FP,KLK7 zymogen act,DDE Tn6 FP inh,ASAP1 inh,MBD2 DNA inh,PLC-gamma1 inh,PLC-beta3 inh
CC1=C(C(=O)OCC2CCCO2)C(c2ccc(F)cc2)NC(=O)N1 (stereo not given),-1,7,-3,0,0.8,2,9,0,-1,-1
CCOc1ccc(CCN2C(=S)N([C@@H](Cc3ccc(O)cc3)CN3CCC[C@@H]3CN3C(=S)NC[C@@H]3Cc3ccc(O)cc3)C[C@@H]2Cc2ccc(O)cc2)cc1,-3,26*,2,-6,-0.8,2,12,-3,0,5
CCCCNc1oc(-c2ccc(OC)cc2)nc1S(=O)(=O)c1ccccc1,-1,1,-1,-4,0.2,7,7,-5,-9,-8
O=C(O)c1cnc(-c2ccccc2)nc1Oc1ccccc1,-1,-3,0,-4,-0.2,0,8,-2,-2,2
COc1ccc(S(=O)(=O)N(c2onc(C)c2Cl)S(=O)(=O)c2ccc(OC)cc2)cc1,-1,12,-6,-4,-0.2,-6,-1,-5,-1,0
O=C(c1cnn2c(C(F)(F)F)cc(-c3cccs3)nc12)N1CCCC1,3,2,-67,-4,16*,-5,10,1,-343,-479
CCn1cc(/C=N/NC(=O)c2ccc3c(c2)OCO3)cn1,-1,3,-5,7,-1.6,-2,6,-6,-3,-4
O=C(CCS(=O)(=O)c1ccccc1)Nc1ccccc1N1CCOCC1,-1,2,1,-1,0.2,-3,6,1,-2,0
Cc1csc(CNc2ncnc3ccc(-c4ccc5c(c4)OCCO5)cc23)c1,0,7,-32,-1,-1.2,-11,-2,-1,-60,-91
C/C(=N\NC(=O)c1ccc(NS(=O)(=O)c2cccs2)cc1)c1ccc(O)cc1O,2,-8,-12,2,-0.9,-1,-13,-3,-33,-60
CCOc1cc(S(=O)(=O)N2CCOCC2)ccc1F,-1,-5,0,-1,0.7,-2,-10,-1,-1,2
CCOC(=O)N1CCN(C(=O)CSc2ccc3nnc(-c4ccncc4)n3n2)CC1,3,-7,-12,0,-0.3,4,8,4,-15,-28

# Main list (from the top)
SMILES,UHRF1 binding,ARFGAP1 inh,ADAM17 inh,Tn7 DDE FP,KLK7 zymogen act,DDE Tn6 FP inh,ASAP1 inh,MBD2 DNA inh,PLC-gamma1 inh,PLC-beta3 inh
CC1=C(C(=O)OCC2CCCO2)C(c2ccc(F)cc2)NC(=O)N1 (stereo not given),-1,7,-3,0,0.8,2,9,0,-1,-1
CCOc1ccc(CCN2C(=S)N([C@@H](Cc3ccc(O)cc3)CN3CCC[C@@H]3CN3C(=S)NC[C@@H]3Cc3ccc(O)cc3)C[C@@H]2Cc2ccc(O)cc2)cc1,-3,26*,2,-6,-0.8,2,12,-3,0,5
CCCCNc1oc(-c2ccc(OC)cc2)nc1S(=O)(=O)c1ccccc1,-1,1,-1,-4,0.2,7,7,-5,-9,-8
O=C(O)c1cnc(-c2ccccc2)nc1Oc1ccccc1,-1,-3,0,-4,-0.2,0,8,-2,-2,2
COc1ccc(S(=O)(=O)N(c2onc(C)c2Cl)S(=O)(=O)c2ccc(OC)cc2)cc1,-1,12,-6,-4,-0.2,-6,-1,-5,-1,0
O=C(c1cnn2c(C(F)(F)F)cc(-c3cccs3)nc12)N1CCCC1,3,2,-67,-4,16*,-5,10,1,-343,-479
CCn1cc(/C=N/NC(=O)c2ccc3c(c2)OCO3)cn1,-1,3,-5,7,-1.6,-2,6,-6,-3,-4
O=C(CCS(=O)(=O)c1ccccc1)Nc1ccccc1N1CCOCC1,-1,2,1,-1,0.2,-3,6,1,-2,0
Cc1csc(CNc2ncnc3ccc(-c4ccc5c(c4)OCCO5)cc23)c1,0,7,-32,-1,-1.2,-11,-2,-1,-60,-91
C/C(=N\NC(=O)c1ccc(NS(=O)(=O)c2cccs2)cc1)c1ccc(O)cc1O,2,-8,-12,2,-0.9,-1,-13,-3,-33,-60
CCOc1cc(S(=O)(=O)N2CCOCC2)ccc1F,-1,-5,0,-1,0.7,-2,-10,-1,-1,2
CCOC(=O)N1CCN(C(=O)CSc2ccc3nnc(-c4ccncc4)n3n2)CC1,3,-7,-12,0,-0.3,4,8,4,-15,-28
Cc1ccc(-c2ccc(SCC(=O)NCC3CCCO3)nn2)cc1 (stereo not given),3,20,-2,0,0.5,5,-7,1,3,-10
Cc1ccc(C(=O)NCc2ccc3c(c2)OCO3)cc1N1CCCC1=O,0,-5,-4,1,0.5,0,-1,2,-1,4
O=C(O)c1cccc(-n2sc3ccccc3c2=O)c1,17,13,-4,-2,0.2,11,-8,6,-3,-2
CC1(C)CC(NC(=O)c2ccc(Cl)cc2Cl)CC(C)(C)N1,-4,-4,-2,3,0.6,4,12,2,-1,-1
O=C(NCc1cccnc1)C(=O)Nc1ccc([N+](=O)[O-])cc1,22*,1,-2,-6,-0.1,7,7,1,2,-3
COc1ccccc1CNC(=O)COC(=O)Cc1ccc(Br)cc1,-1,5,-2,-4,-0.8,-2,-2,3,-2,-2
CC12CCC(C(=O)O)(c3nc(C#N)c(C#N)nc31)C2(C)C (stereo not given),5,-16,1,-4,0.6,6,-3,2,3,3
COc1cc([N+](=O)[O-])ccc1NC(=O)NCc1ccco1,-1,8,6,-6,0.6,12,-6,-7,8,8
CCn1c(=O)c(C(=O)NCc2ccc(OC)cc2)c(O)c2ccccc21,0,5,4,-11,0.0,6,17,1,2,4
O=C(Cc1cccs1)Nc1cccnc1,-1,-2,-1,4,0.2,5,-5,0,1,2
COc1ccccc1C(=O)COC(=O)c1cnc(C)cn1,2,4,2,-2,-0.7,1,-9,-2,3,-11
COc1ccc(CCN(C)C(=O)CNC(=O)Cc2cccc3ccccc23)cc1OC,-2,2,1,-2,0.1,2,-6,-4,0,-2
COc1ccc(/C=C2\SC(=O)N(CC(=O)NN3CCN(C)CC3)C2=O)cc1OC,-14,10,-11,-1,1.9,2,3,-1,-14,-29
Cc1cccc(C)c1NC(=O)COC(=O)C1C2CC3OC(=O)C1C3C2 (stereo not given),-2,12,-1,-2,-0.7,5,-7,-1,3,-2
Cn1c(-c2ccccc2)cnc1NCc1ccccc1,0,9,0,-8,-0.1,-9,-1,3,1,-5
Cc1nnc(Sc2c(N)n(C)c(=O)[nH]c2=O)s1,-4,-2,1,-8,0.0,-1,5,-3,3,4
COc1ccc2c(c1OC)C(=O)OC2Nc1ccccn1 (stereo not given),-1,-3,-5,0,-0.5,-11,-12,2,0,0
CC(=O)C1=NN(c2ccccc2)C(c2ccc3c(c2)OCO3)N1c1ccc(N2CCOCC2)cc1 (stereo not given),-1,-12,-5,3,-0.4,-1,3,3,-14,-11
Cn1cnnc1SCC(=O)NNC(=O)c1ccc([N+](=O)[O-])cc1,1,11,1,-3,-0.9,0,-14,-6,2,0
CCc1ccc(/C=C2\SC(=S)N(CCCC(=O)N(CCO)c3ccccc3)C2=O)cc1,0,8,4,0,0.9,-12,12,3,1,0
COCCN(Cc1ccc(OC)cc1)c1c(C)nc2ccc(C(=O)NCCc3c[nH]c4ccccc34)cn12,4,13,2,-1,0.3,0,-9,1,-1,-4
Cc1ccccc1NC(=O)C1CC(=O)OC12CCOC(C)(C)C2 (stereo not given),-2,13,-4,2,-0.2,14,-2,-1,-5,-5
Cc1nn(CC(=O)N2CCc3ccccc3C2)c(C)c1[N+](=O)[O-],0,15,-8,9,0.0,0,7,11,1,-5
C[C@H](CO)N1C[C@H](C)[C@@H](CN(C)Cc2cccc3c2OCCCO3)OCc2cnnn2CCCC1=O,-1,7,-4,-1,-0.4,4,7,-7,1,0
COc1cccc(CC2(CO)CCCN(Cc3cn[nH]c3-c3cc(C)ccc3C)C2)c1 (stereo not given),-1,-11,1,2,0.2,9,1,-2,0,1
Cc1cc(-c2ccccc2)nc2c(Br)c(=O)[nH]n12,-2,17,-2,2,1.0,5,-18,-4,-3,-12
Cc1ccnc(NC(=O)CCC(=O)N(CC(=O)NC(C)(C)C)Cc2ccc3c(c2)OCO3)c1,-1,1,-4,-1,0.7,-1,3,6,-2,-5
CN1CCN(CCCNC(=O)c2ccc(CSCc3cccc(Cl)c3)o2)CC1,-5,-4,-4,-1,-0.2,9,-2,-1,1,0
O=C(c1ccccc1F)N1N=C(C(F)(F)F)CC1(O)c1ccccc1 (stereo not given),-1,0,-3,7,-0.3,-10,5,4,-3,-2
Cc1cc(C)c(S(=O)(=O)N2CC=C(c3ccccc3)CC2)c(C)c1,-3,-3,0,1,0.1,-3,7,-6,1,-4
O=C(NNC(=O)c1cccc(O)c1)Nc1ccc([N+](=O)[O-])cc1,-1,-3,0,-7,-0.2,0,16,-3,4,-56
CN(CCc1ccccn1)C(=O)c1cc(COc2ccc(F)cc2F)on1,-1,0,0,4,-0.1,-10,1,2,0,-4
COc1cc(Br)cc(-c2nc3c(c(=O)[nH]c(=O)n3Cc3ccccc3)n2C)c1O,-2,2,0,-3,2.4,-2,5,-8,-22,-28
CCCc1cc(=O)oc2cc(OC(C)C(=O)NCC3CCC(C(=O)O)CC3)ccc12 (stereo not given),2,4,-46,-2,-0.1,-11,-3,2,-6,-9
CS(=O)(=O)Nc1cccc(NC(=O)c2cccc3c(-c4ccc(F)c(F)c4)coc23)c1,-1,-1,7,2,-0.5,-2,2,-5,-2,1
COc1cc(C)c(S(=O)(=O)N2CCOCC2)c(C)c1C,0,9,1,-11,-0.8,-3,-1,-6,1,1
O=C(COC(=O)c1cccc(O)c1)NCc1ccc2c(c1)OCO2,-1,2,0,-3,0.5,7,2,0,-3,-5
CCOC(=O)Cc1csc(NC(=O)CCS(=O)(=O)Cc2ccccc2)n1,1,13,4,-10,-0.2,1,18,-7,3,5
COc1cc(S(=O)(=O)N2CCOCC2)cc(C(=O)NCC(c2cccs2)N2CCOCC2)c1OC (stereo not given),1,3,-5,2,0.5,-2,-8,5,2,-12
Cc1ccc(Cl)cc1N(CC(=O)NC1CCCCC1)S(C)(=O)=O,4,0,-1,5,-0.3,0,4,7,-2,-3
